MmCpn inh: blocks the Methanococcus maripaludis chaperonin Mm-Cpn. purified Mm-Cpn ATPase, ADP Transcreener TR-FRET. Potency, µM (doses to about 76.9 µM), for inactives: top-dose activity, negative = inhibition, hits mostly inhibitors. 330,000 compounds, 0.031% hits. AID 504842; further: potency means the concentration at half of the fitted maximal effect; on the % scale 0 is the no-effect control and ±100 the full control effect; nearly all actives have a fitted effect of over 80% in size
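Eu-cryptate anti-ADP/ADP-d2 competition gives a ratio inversely related to ADP. Enzyme at 25 nM was pre-exposed to compound for 10 min, then given 10 uM ATP for 30 min, 37°C throughout.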
Abeta yeast res: restores growth of yeast expressing A-beta42 peptide; yeast expressing A-beta42, growth rescue, OD600, 48 h; response scale: 0% DMSO, 100% iron-clioquinol control; Potency, µM (highest dose often 46.1 µM), without a hit: at the highest dose growth rescue, actives largely listed as activators; 410,000 compounds, 0.063% hits; AID 1347071; further: potency means the concentration at half of the fitted maximal effect; nearly all actives have a fitted effect of over 55% in size
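Growth rescue measured by 600 nm absorbance after 48 h yeast culture at 30 C with compound. Values normalized between DMSO and an equimolar ferric chloride plus clioquinol control.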
Nrf2 block: blocks Nrf2 signaling; A549 ARE-Fluc reporter, luciferase luminescence, 18-24 h; 360,000 compounds, 2.1% hits; Potency, µM (titrated, usually from 46 µM), without a hit: at the highest dose activity change, negative = inhibition, actives largely listed as inhibitors; AID 504444; further: potency means the concentration at half of the fitted maximal effect; on the % scale 0 is the no-effect control and ±100 the full control effect; nearly all actives have a fitted effect of over 60% in size
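Cells were seeded and rested 2 h, then exposed to compounds for 18-24 h. CellTiter-Fluor was read first as a viability measure. BugLite was added 15 min before the final luminescent read of ARE-luciferase activity in A549 cells.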
Nrf2 ARE act: Nrf2 pathway activation. 410,000 compounds, 0.31% hits. AID 624171. Potency, µM (top dose mostly 46.1 µM), for inactives: at the top dose activation, hits mostly activators. AREc32 ARE-luciferase reporter (MCF7-derived line), luminescence, 24 h; further: potency means the concentration at half of the fitted maximal effect; % of control where 0% means no effect; nearly all actives have a fitted effect of over 65% in size
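Cells of the AREc32 ARE-luciferase line are plated in OPTI-MEM containing 5% FBS and left overnight at 37 deg C. Compounds are pinned in, incubation continues 24 hr, and firefly luciferase signal is then measured.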
A549 tox: kills or reduces viability of A549 cells in Nrf2 counter-screen. 390,000 compounds, 0.16% hits. Potency, µM (top dose mostly 46 µM), for the others: at the top dose activity change, negative = cytotoxicity, hits mostly inhibitors. AID 504648. A549 ARE-Fluc cells, CellTiter-Fluor viability, 18-24 h; further: potency means the concentration at half of the fitted maximal effect; on the % scale 0 is the no-effect control and ±100 the full control effect
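Cytotoxicity counterscreen: CellTiter-Fluor fluorescence was measured in A549 ARE_Fluc cells after 18-24 h of compound exposure in a concentration series. The subsequent BugLite luminescent read reports ARE-luciferase activity.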
Akt phos inh: Akt phosphorylation inhibition; Neuro2A IGF-stimulated pAkt S473 HTRF, 20 min; active compounds read low; activity change, % for hits at 50 µM; 360,000 compounds, 0.32% hits; AID 651550; in the data active means activity change below about -80%; inconclusive means mostly about -51% to -80%; further: on the % scale 0 is the no-effect control and ±100 the full control effect
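Neuro2A cells in DMEM with 0.5% FBS, overnight at 37 deg C, given compound at single 50 µM final, then IGF (6 nM final) for 20 min at 37 deg C. Lysed; phospho-Akt Ser473 by HTRF after 24 h, 665/615 ratio.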
TGFb SMAD3 inh: TGF-b pathway inhibition. HepG2 CAGA-GFP TGF-b/SMAD3 reporter, GFP fluorescence, 18 h; TGF-beta stimulated, 500 pg/mL final. Potency, µM (series often up to 46.1 µM), for the others: top-dose activity, negative = inhibition, usual class: inhibitors. 410,000 compounds, 1.2% hits. AID 588855; further: potency means the concentration at half of the fitted maximal effect; on the % scale 0 is the no-effect control and ±100 the full control effect; nearly all actives have a fitted effect of over 65% in size
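GFP signal (ex488/em500-530) from TGF-beta-stimulated HEPG2 CAGA-GFP cells, 500 pg/mL final, 18 h at 37 degrees C in DMEM plus 1% FBS, normalized to unstimulated and DMSO-stimulated controls.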
HepG2 viability: kills HepG2 cells in TGF-b inhibitor counter-screen; HepG2 CAGA-GFP viability, ATP luminescence, 18 h; Potency, µM (doses to about 46.1 µM), inactives show at the highest dose activity change, negative = cytotoxicity, actives largely listed as cytotoxic; 410,000 compounds, 0.76% hits; further: potency means the concentration at half of the fitted maximal effect; some results filed as inactive show a strong effect at the top dose
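CellTiter-Glo luminescence gave cytotoxicity after 18 hours at 37 degrees C. The cells were HepG2 CAGA-GFP in 1% FBS DMEM, stimulated with 500 pg/mL TGF-beta after compound addition. %Activity was normalised to no-cell wells (complete cell-killing) and DMSO (no toxicity), and curves were fitted and classified.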
CCT chaperon mod: cytosolic chaperonin activity modulation; purified chaperonin ATPase assay, HTRF ADP detection, 30 min; activity change, % (test concentration not listed), hits read low; 360,000 compounds, 0.3% hits; in the data active means activity change below about -30%; further: on the % scale 0 is the no-effect control and ±100 the full control effect
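We incubate TRiC, 40 or 20 nM final, with library compounds at 76 uM and 10 uM ATP for 30 min at 37 °C. ADP formed is detected with Transcreener HTRF reagents after 30 min at room temperature.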
Starred values were filed as active, the others as inactive; i = inactive; ? = inconclusive; . = not tested or not shown; [ ] = dose if it differs, or a comment. Unless noted, the call rests on the fitted dose curve; in most records, active means well fitted curve in the direction sought with a large enough effect; inconclusive means small, poorly fitted or top-dose-only effect, or another doubt; inactive means no such curve, though single readings can be large; an effect the other way counts as inactive or inconclusive.

smiles	MmCpn inh	Abeta yeast res	Nrf2 block	Nrf2 ARE act	A549 tox	Akt phos inh	TGFb SMAD3 inh	HepG2 viability	CCT chaperon mod
CCOc1ncccc1C(=O)Nc1nnc(C2CC2)s1	-7%	-13%	10%	3.1%	-1%	i	1%	-11%	-30*
CN1CCN(CCC(=O)Nc2ccccc2Cl)CC1	1%	-1%	10%	0.3%	7%	i	-14%	5%	1.8
CC(=O)N(C(C)=O)S(=O)(=O)c1ccc(N=NN2CCCCC2)cc1	0%	-40%[inhibitor]	30%	-0.7%	0%	i	17%	1%	-0.8
COc1ccc(/C=N/NC(=O)CC(=O)NCCc2ccccc2)cc1OC	1%	8%	-6%	2.1%	-5%	i	-13%	-3%	-3.4
COc1ccc(NC(=O)CN(C)CC(=O)Nc2cccc(S(=O)(=O)N(C)c3ccccc3)c2)cc1	-6%	31%	?	3.6%	?	i	0%	14%	-1.4
Cc1ccc(C(=O)Nc2nnc(CC(=O)N/N=C/c3ccc(O)c(O)c3)s2)cc1	-1%	10%	5%	-0.5%	1%	i	-3%	2%	-3.8
Cc1ccc2[nH]c3nc(SCCN4CCOCC4)nnc3c2c1	2%	1%	1%	0.8%	.	i	-2%	2%	0.9
Cc1cccc(C(=O)NCCCNC(=O)c2ccco2)c1	0%	11%	-1%	-0.9%	-9%	i	-1%	4%	-0.7
CCN(CC)c1ccc(-c2nc(-c3ccco3)no2)cc1[N+](=O)[O-]	.	-9%	0%	29%	2%	.	-15%	-8%	.
CC(C)c1ccc(S(=O)(=O)N2CCN(C(=O)C3CCN(C(=O)c4ccc(F)cc4)CC3)CC2)cc1	-1%	26%	-23%	-0.3%	0%	i	?	-37%	-0.8
Cc1ccc(Nc2nc(NCc3ccco3)nc3nccnc23)cc1Cl	.	.	?	.	14%	.	-4%	-1%	.
COc1ccccc1N=Nc1c(C)[nH]n(-c2ccccc2)c1=O	2%	-9%	7%	4.7%	1%	i	-2%	-28%	-1.5
Cc1cc(C(=O)Cn2c(CO)nc3ccccc32)c(C)n1C	1%	5%	9%	0.2%	-1%	i	-12%	-1%	-0.5
Cc1ccccc1C(=O)N=c1sccn1C	-2%	8%	20%	1.8%	2%	i	-9%	-14%	1.4
O=C(Nc1ccc(Cl)c(C(=O)N2CCOCC2)c1)c1ccccc1	-4%	-17%	1%	-0.8%	0%	i	-17%	-25%	-2.5
COc1ccc(NC(=O)CCS(=O)(=O)c2ccc3c(c2)CCCN3C(C)=O)cc1	1%	-4%	9%	0.2%	-4%	i	-2%	-1%	-1.7
COc1ccc(C)cc1NC(=O)N1CCC(CN2CCOCC2)CC1	.	-4%	-16%	-0.3%	-14%	.	3%	-2%	.
N/C(=N\OC(=O)c1ccccc1[N+](=O)[O-])c1cccnc1	-1%	7%	?	13%	1%	i	8%	16%	-3.1
CCc1ccc(NC(=S)N(CCN(C)C)C(C)c2ccncc2)cc1 (stereo not given)	2%	3%	-26%	-0.9%	-1%	i	-7%	-19%	-0.7
CSCCC(NC(=O)c1ccco1)c1nc2ccccc2[nH]1 (stereo not given)	3%	.	-1%	-0.4%	-8%	i	14%	9%	-1.7
O=C(NCCc1c[nH]c2ccccc12)C(F)(F)C(F)F	-1%	21%	-4%	6.9%	5%	i	15%	0%	-2.7
Cc1nc2ccccn2c1/C(O)=C1\C(=O)C(=O)N(CCN(C)C)C1c1ccco1 (stereo not given)	-10%	14%	-3%	22%	-7%	i	-7%	-11%	1.0
Cc1nc2ccc(F)cc2cc1C(=O)Nc1ccc(Cl)c(Cl)c1	0%	-5%	-16%	8.9%	1%	i	-19%	-2%	-13
CSc1nnc(NC(=O)c2cc(=O)c3cc(C)c(C)cc3o2)s1	.	3%	17%	-0.3%	1%	.	-7%	10%	.
CC(=O)N1c2ccc(S(=O)(=O)N3CCCC(C(=O)Nc4cccc(F)c4)C3)cc2CC1C (stereo not given)	-1%	-9%	?	4.5%	-1%	i	-25%	-6%	-1.7
COCCn1cnc2c1c(=O)n(Cc1c(F)cccc1Cl)c(=O)n2Cc1ccccc1	1%	-1%	?	1.1%	-9%	i	-1%	-12%	-1.6
Cc1onc(-c2ccc(F)cc2F)c1C(=O)Nc1cccc(C(F)(F)F)c1	.	15%	.	2.9%	3%	.	13µM*	-17%	.
O=C(CNC(=O)c1ccc2c(c1)OCO2)Nc1ncccc1O	1%	-2%	8%	-0.4%	-9%	i	-1%	-6%	0.1

Three records drawn at random from those above:
smiles	MmCpn inh	Abeta yeast res	Nrf2 block	Nrf2 ARE act	A549 tox	Akt phos inh	TGFb SMAD3 inh	HepG2 viability	CCT chaperon mod
Cc1nc2ccc(F)cc2cc1C(=O)Nc1ccc(Cl)c(Cl)c1	0%	-5%	-16%	8.9%	1%	i	-19%	-2%	-13
COc1ccc(/C=N/NC(=O)CC(=O)NCCc2ccccc2)cc1OC	1%	8%	-6%	2.1%	-5%	i	-13%	-3%	-3.4
COc1ccc(C)cc1NC(=O)N1CCC(CN2CCOCC2)CC1	.	-4%	-16%	-0.3%	-14%	.	3%	-2%	.

Taken from above:
In Nrf2 ARE act, `O=C(NCCc1c[nH]c2ccccc12)C(F)(F)C(F)F` is entered as 6.9%
In TGFb SMAD3 inh, `Cc1ccc(Nc2nc(NCc3ccco3)nc3nccnc23)cc1Cl` is entered as -4%

An excerpt of these results, with two lines to a compound:
Values in the order: MmCpn inh, Abeta yeast res, Nrf2 block, Nrf2 ARE act, A549 tox, Akt phos inh, TGFb SMAD3 inh, HepG2 viability, CCT chaperon mod
- CCOc1ncccc1C(=O)Nc1nnc(C2CC2)s1
→ -7%, -13%, 10%, 3.1%, -1%, i, 1%, -11%, -30*
- N/C(=N\OC(=O)c1ccccc1[N+](=O)[O-])c1cccnc1
→ -1%, 7%, ?, 13%, 1%, i, 8%, 16%, -3.1
- Cc1nc2ccccn2c1/C(O)=C1\C(=O)C(=O)N(CCN(C)C)C1c1ccco1 (stereo not given)
→ -10%, 14%, -3%, 22%, -7%, i, -7%, -11%, 1.0
- Cc1cc(C(=O)Cn2c(CO)nc3ccccc32)c(C)n1C
→ 1%, 5%, 9%, 0.2%, -1%, i, -12%, -1%, -0.5
- COc1ccc(NC(=O)CCS(=O)(=O)c2ccc3c(c2)CCCN3C(C)=O)cc1
→ 1%, -4%, 9%, 0.2%, -4%, i, -2%, -1%, -1.7
- CSc1nnc(NC(=O)c2cc(=O)c3cc(C)c(C)cc3o2)s1
→ ., 3%, 17%, -0.3%, 1%, ., -7%, 10%, .

Bioassay records (PubChem)
